Fam108B inh – blocks mouse Fam108B hydrolase in RBBP9 counter-screen. recombinant Fam108B, FP-Rh probe fluorescence polarization. inhibition, % at 9.51 µM. 300,000 tested, 0.33% active. AID 1947;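 active = inhibition above the screen mean inhibition plus 3 SD, computed separately per campaign, cut at about 18% in these data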;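 also: inhibitors lower polarization as less probe binds the enzyme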
Efflux pump mplx – inhibitors of Candida antifungal efflux pumps expressed in yeast | S. cerevisiae Candida pump triplex, Nile Red efflux | inhibition, % at 10 µM | 330,000 tested, 0.44% active | AID 485275;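 active = plate passing quality check with inhibition over a set limit, or well fluorescence over plate mean plus 4 SD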;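 also: Nile Red retained in pooled yeast measured as flow cytometry median fluorescence; 0% = buffer negative control and 100% = Enniatin B positive control; higher means more Nile Red kept so more efflux inhibition; some compounds called inactive have numbers as strong as hits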
MEX-5 binding – C. elegans MEX-5 TCR-2 RNA binding activity | Q9XUB2 | 300,000 tested, 0.38% active | MEX-5/FITC-TCR2 RNA binding, fluorescence polarization; stronger effect = lower value | activity score (negative = inhibition of binding), % at 10 µM;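 active = inhibition past about -25% in most replicates, and total fluorescence under double the plate's negative control median, limit read from the data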;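 also: 0% = DMSO and -100% = 5 µM competing unlabeled TCR2 RNA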
GLD-1 TGE inh – GLD-1-TGE RNA interaction inhibition (C. elegans); Q17339; purified GLD-1 + fluorescein TGE RNA, fluorescence polarization; inhibition, % at 5.96 µM; 320,000 tested, 0.44% active; AID 2280;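 active = percent inhibition above a per-plate cutoff, the plate mean of test compounds plus 3 SD, cut at about 30% in these data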;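 also: 0% = DMSO wells with GLD-1 and probe and 100% = wells lacking GLD-1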
Target sequence (Q17339 whole entry, looked up): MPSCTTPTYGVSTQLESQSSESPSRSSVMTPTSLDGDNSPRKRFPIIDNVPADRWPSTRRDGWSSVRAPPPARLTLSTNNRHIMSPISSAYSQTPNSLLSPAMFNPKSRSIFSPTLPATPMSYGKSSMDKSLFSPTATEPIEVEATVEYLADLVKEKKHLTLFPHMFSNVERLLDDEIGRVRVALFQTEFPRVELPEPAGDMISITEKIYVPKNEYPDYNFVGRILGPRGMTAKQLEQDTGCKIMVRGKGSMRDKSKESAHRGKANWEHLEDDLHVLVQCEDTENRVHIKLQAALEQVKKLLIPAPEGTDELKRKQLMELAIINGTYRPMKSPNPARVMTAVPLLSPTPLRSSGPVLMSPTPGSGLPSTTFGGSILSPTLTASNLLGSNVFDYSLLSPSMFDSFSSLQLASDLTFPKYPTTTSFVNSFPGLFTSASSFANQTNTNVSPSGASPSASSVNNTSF
BCLXL inh – blocks human Bcl-xL binding to Bim BH3 peptide | GST-Bcl-xL / FITC-Bim BH3 peptide fluorescence polarization | Q07817 | 320,000 tested, 0.7% active | inhibition, % at 10.9 µM;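 active = inhibition above the mean of all tested compounds plus 3 SD, cutoff set per campaign, cut at about 30% in these data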;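 also: 0% = DMSO wells and 100% = unlabeled Bim-BH3 peptide competitor; inhibitors lower millipolarization by displacing the labeled peptide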
ZTA counter – counter-screen for EBNA-1 inhibitors: inhibitors of Epstein-Barr virus ZTA. ZTA-DNA binding, fluorescence polarization. 320,000 tested, 0.15% active. inhibition, % at 11 µM. P03206. AID 2234; in the data active = inhibition above about 33%
Target sequence (P03206 whole entry, looked up): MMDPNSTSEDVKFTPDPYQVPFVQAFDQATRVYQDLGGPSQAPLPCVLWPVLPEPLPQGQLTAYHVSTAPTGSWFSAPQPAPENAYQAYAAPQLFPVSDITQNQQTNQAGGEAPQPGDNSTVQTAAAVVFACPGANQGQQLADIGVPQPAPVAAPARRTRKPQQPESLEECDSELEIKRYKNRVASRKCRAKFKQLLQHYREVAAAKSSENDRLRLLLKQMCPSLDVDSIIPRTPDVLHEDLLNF
CR mimetic SO – lowers age-related superoxide in aged yeast cells | 330,000 tested, 0.18% active | S. cerevisiae aged cells, superoxide DHE fluorescence; stronger effect = lower value | superoxide response (% of plate mean), % at 10 µM;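 active = superoxide response under a set limit, about three screen SD below normal, cut at about 65% in these data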;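 also: yeast aged for seven days with compound at 30 °C before DHE staining; 100% = average MFI of all compound-treated wells on the plate with controls excluded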
MCL1-BIM inh – MCL1-BIM-BH3 interaction inhibition (human) | AID 2057 | 320,000 tested, 0.68% active | Q07820 | inhibition, % at 10.9 µM | GST-MCL1 / FITC-Bim-BH3 fluorescence polarization;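 active = inhibition above the mean inhibition of all tested compounds plus 3 SD, set per campaign, cut at about 40% in these data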;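 also: 0% = DMSO wells and 100% = unlabeled Bim-BH3 peptide control; higher means more loss of mP so more displacement of Bim peptide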
Target sequence (Q07820 whole entry, looked up): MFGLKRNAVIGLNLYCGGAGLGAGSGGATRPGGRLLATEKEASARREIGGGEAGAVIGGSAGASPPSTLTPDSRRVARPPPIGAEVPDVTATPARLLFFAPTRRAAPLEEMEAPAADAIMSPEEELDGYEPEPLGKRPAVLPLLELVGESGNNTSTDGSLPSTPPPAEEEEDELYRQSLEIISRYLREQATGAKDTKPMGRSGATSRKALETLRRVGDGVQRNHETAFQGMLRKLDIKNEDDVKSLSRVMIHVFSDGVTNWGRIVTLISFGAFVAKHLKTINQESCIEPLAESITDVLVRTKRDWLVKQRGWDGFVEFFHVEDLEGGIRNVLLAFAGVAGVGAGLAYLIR
EBNA-1 inh – blocks EBNA-1 binding to DNA; EBNA-1 DNA binding, fluorescence polarization; inhibition, % at 14.8 µM; 300,000 tested, 0.34% active; AID 1950; in the data active = inhibition above about 28%
Numbers without * were called inactive; . = no result given.

SMILES | Fam108B inh | Efflux pump mplx | MEX-5 binding | GLD-1 TGE inh | BCLXL inh | ZTA counter | CR mimetic SO | MCL1-BIM inh | EBNA-1 inh
NS(=O)(=O)c1ccc(CCNC(=O)CCC2COc3ccccc3O2)cc1 (stereo not drawn) | -5.8 | 0.1 | -0.3 | -1.1 | 5.8 | -0.5 | 97.7 | -2.1 | -22.4
CCCOc1ccc(/C=N/O)cc1 | -0.2 | 0.1 | 2.1 | 3.9 | 1.6 | -5.8 | 88.5 | -5.1 | -2.7
Cc1nc(NC(=O)c2ccccc2)sc1C1(C)CC(c2ccccc2F)=NO1 (stereo not drawn) | -4.4 | 0.2 | 2.0 | -5.3 | -3.1 | -0.4 | 94.9 | -4.5 | -4.3
O=C(Nc1cc(S(=O)(=O)N2CCCCC2)ccc1N1CCCCC1)c1ccncc1 | 0.1 | -0.1 | 1.7 | -0.1 | -1.8 | 2.9 | 100.1 | -0.5 | 5.1
Cc1cc(CNC(=O)CCc2nnc(CCCc3ccccc3)o2)nn1C | 0.9 | 0.1 | -2.0 | -5.5 | 6.6 | -2.8 | 88.9 | 0.6 | -2.0
COc1cccc(C(=O)NCCSCc2ccccc2Cl)c1 | 0.0 | 0.0 | 1.6 | 11.1 | 4.3 | -1.2 | 104.6 | -0.7 | 12.3
CCOC(=O)N1CCN(C(=O)CN(C2CCCCC2)S(=O)(=O)c2ccc(C)cc2)CC1 | 0.0 | 0.1 | -0.5 | 0.4 | 2.0 | 0.0 | 103.5 | 3.2 | 2.0
COc1cc2c(cc1OC)C(c1ccccc1)N(S(C)(=O)=O)CC2 (stereo not drawn) | 0.4 | 0.0 | 0.5 | -1.4 | 3.4 | 7.4 | 86.4 | 4.8 | -4.8
CC1CCCC(NC(=O)COC(=O)c2ccccc2[N+](=O)[O-])C1C (stereo not drawn) | -0.2 | 0.1 | 0.0 | -1.1 | -2.8 | -2.9 | 89.9 | -8.4 | -3.4
O=[N+]([O-])c1ccc(OCC(O)CN2CCN(c3ccccc3F)CC2)cc1 (stereo not drawn) | 3.4 | -0.1 | 1.1 | -7.1 | 3.3 | -11.2 | 112.6 | -0.3 | -5.4
Cc1cc2cc(CNC(=O)NC3CCCCC3)ccc2n1C | 2.5 | -0.2 | 1.7 | 6.2 | 5.5 | -3.4 | 95.1 | 0.7 | -6.9
CCOC(=O)CSc1nc2cc(C)cc(C)c2cc1C#N | -1.7 | 0.0 | 0.1 | 19.1 | 5.5 | -14.6 | 103.4 | 3.8 | 3.6
O=C(O)COc1ccc(/C=C2\SC(=Nc3ccccc3)N(c3ccccc3)C2=O)cc1 | 0.6 | -0.3 | 0.6 | -2.3 | 2.9 | -8.6 | 112.2 | -5.9 | -2.5
Cc1nn(C)c(C)c1NC(=O)c1cnn2c(C(F)F)cc(-c3ccccc3)nc12 | -2.9 | 0.0 | 0.4 | -4.2 | 10.5 | -2.3 | 83.4 | 7.1 | -1.8
O=C(COc1ccccc1)NNC(=O)c1ccc(Cl)cc1 | . | -0.1 | . | -2.7 | -10.2 | -2.2 | 92.0 | -19.0 | .
COc1ccc(N2CCN(CC(=O)NCc3ccc(Cl)cc3)CC2)cc1 | 0.3 | 0.3 | 0.1 | -2.1 | 3.4 | -6.0 | 93.8 | 11.1 | -14.8
N/C(Cc1ccc(Cl)cc1)=N\OC(=O)C1CCCCC1 | 3.3 | -0.2 | 1.8 | -0.5 | -4.9 | -1.3 | 115.0 | -2.7 | 9.4
Cc1ccc(-c2nc(NCc3cccnc3)c3ccccc3n2)cc1 | -2.8 | 0.1 | 0.9 | 7.3 | 2.1 | -1.5 | 99.6 | 2.0 | 12.2
CS(=O)(=O)N(CC(=O)Nc1ccccc1C(=O)N1CCOCC1)c1ccc2c(c1)OCO2 | -1.0 | 0.0 | -0.3 | 1.5 | 6.5 | -4.5 | 98.1 | 3.2 | 3.4
CC(C)CCNC(=O)C(c1ccncc1)N(Cc1cccs1)C(=O)Cn1nnc(-c2ccc(F)cc2)n1 (stereo not drawn) | -1.0 | 0.1 | -0.1 | -0.1 | 5.4 | 8.8 | 92.2 | 2.2 | -6.4
Cc1cc(C2(O)C(=O)Nc3ccccc32)ccc1F (stereo not drawn) | 1.0 | 0.3 | -3.2 | 5.3 | 3.8 | 10.3 | 100.5 | 79.4* | 12.3
O=C(c1cc(S(=O)(=O)N2CCOCC2)c(Cl)cc1Cl)N1CCCCC1CO (stereo not drawn) | 0.9 | -0.1 | -2.7 | 8.9 | -1.7 | -12.3 | 101.6 | -0.5 | -6.0
COc1ccc(OCCCC(=O)Nc2nncs2)cc1 | -0.6 | -0.2 | -1.3 | 3.6 | 1.2 | 17.0 | 96.1 | 1.6 | -5.7
Cc1ccc(OCCCCn2cnc3ccccc32)cc1 | 1.7 | 0.0 | 2.1 | 0.5 | 3.8 | 12.1 | 108.3 | -6.0 | 4.8
C/C(=N/NC(=O)CNC(=O)Cc1ccccc1)c1ccco1 | 2.2 | 0.0 | 0.8 | 3.8 | 3.2 | -2.7 | 81.1 | 9.3 | 3.1
O=C(CNC(=O)c1ccc2c(c1)OCO2)Nc1cccc(Br)c1 | . | 0.0 | . | 2.9 | 4.1 | 11.4 | 102.8 | -0.6 | .
Cc1ccc(S(=O)(=O)N2CCN(C(=O)C3CCN(C(=O)c4ccc(F)cc4)CC3)CC2)c(C)c1 | 1.3 | 0.1 | 3.3 | -4.1 | 5.0 | -5.0 | 113.9 | 3.2 | -13.7
CCn1c(O)c(N=NC(=O)c2cccs2)c2ccccc21 | -3.1 | 0.1 | -1.1 | -4.9 | 2.6 | -1.2 | 89.1 | -0.9 | -3.8
Cc1cc(NC(=O)Nc2cccc(Cl)c2)n(-c2ccccc2)n1 | 0.8 | -0.1 | -1.2 | -0.6 | 7.1 | -10.5 | 87.3 | 3.9 | -1.1
Cc1cc[n+]2c3c(cccc13)CCC2 | -5.4 | 0.2 | . | -2.8 | -1.7 | 3.3 | 102.9 | -0.3 | -3.5

Retrieved by structure from above, 3 records:
SMILES | Fam108B inh | Efflux pump mplx | MEX-5 binding | GLD-1 TGE inh | BCLXL inh | ZTA counter | CR mimetic SO | MCL1-BIM inh | EBNA-1 inh
NS(=O)(=O)c1ccc(CCNC(=O)CCC2COc3ccccc3O2)cc1 (stereo not drawn) | -5.8 | 0.1 | -0.3 | -1.1 | 5.8 | -0.5 | 97.7 | -2.1 | -22.4
Cc1ccc(-c2nc(NCc3cccnc3)c3ccccc3n2)cc1 | -2.8 | 0.1 | 0.9 | 7.3 | 2.1 | -1.5 | 99.6 | 2.0 | 12.2
CCOC(=O)N1CCN(C(=O)CN(C2CCCCC2)S(=O)(=O)c2ccc(C)cc2)CC1 | 0.0 | 0.1 | -0.5 | 0.4 | 2.0 | 0.0 | 103.5 | 3.2 | 2.0

Carrying on.
SMILES | Fam108B inh | Efflux pump mplx | MEX-5 binding | GLD-1 TGE inh | BCLXL inh | ZTA counter | CR mimetic SO | MCL1-BIM inh | EBNA-1 inh
COCCOc1ccc(C(F)(F)F)cc1NC(=O)COC(=O)c1cc([N+](=O)[O-])ccc1N1CCOCC1 | -2.0 | -0.6 | 0.6 | 3.4 | -0.6 | -0.3 | 106.4 | -1.0 | 3.7
O=C(NCc1ccc(Cl)cc1)C(=O)c1cn(CC(=O)N2CCOCC2)c2ccccc12 | -1.4 | -0.1 | 0.8 | 9.2 | 5.5 | -1.8 | 99.8 | 7.3 | -1.4
COc1ccc(Nc2ncnc3c2cnn3Cc2ccccc2)cc1 | 0.6 | 0.0 | -2.6 | -2.9 | 8.2 | 3.2 | 83.5 | 10.5 | 1.0
CC(=O)c1ccc(OC(=O)c2ccc(-n3nc(C)cc3C)cc2)cc1 | 1.5 | 0.0 | -2.0 | 4.5 | 4.3 | -9.5 | 104.2 | -0.1 | -13.5
N/C(=N\O)c1ccc(NC(=O)c2cccs2)cc1 | -3.8 | 0.0 | -2.5 | -1.1 | 2.5 | -16.7 | 100.0 | 6.1 | 3.7
COc1ccc(NC(=O)C2(N(C(=O)Cn3nnnc3N)c3ccc(OC)cc3)CCCCC2)cc1 | 0.1 | 0.0 | -3.3 | -4.6 | 9.0 | 0.1 | 91.5 | 4.2 | -6.7
O=C(c1ccco1)N1CCN(c2nc3ccccc3n3nnnc23)CC1 | 0.9 | 0.0 | -3.0 | 6.1 | 41.3* | 15.7 | 99.2 | 30.2 | -4.3
Nc1nc2n(n1)C(c1cccs1)CC(c1ccc(F)cc1)N2 (stereo not drawn) | -0.4 | 0.0 | 1.3 | 3.6 | 0.6 | -6.2 | 102.5 | -0.1 | 1.8
COC(=O)COc1ccc(S(=O)(=O)NCc2ccco2)cc1 | 0.6 | -0.1 | -2.5 | 10.2 | 3.5 | -2.4 | 101.9 | 0.3 | -1.2
Cc1cc(C)cc(-n2ccn(CC(=O)NCCc3ccccc3)c(=O)c2=O)c1 | -2.1 | 0.3 | -0.6 | 3.1 | 3.5 | -11.9 | 99.9 | 9.7 | -31.4
CCN(CC(=O)Nc1cc(Cl)ccc1C)C(=O)Cn1c(=O)cnc2ccccc21 | 1.7 | 0.0 | 2.8 | 4.1 | -2.8 | 0.8 | 106.2 | -17.8 | -0.8
O=C(O)c1sc2ncccc2c1OCc1ccccc1 | -2.5 | 0.0 | 1.4 | -1.7 | 1.9 | 19.5 | 103.6 | -3.1 | 2.8
C[n+]1c2n(c3ccccc31)N=C(c1ccc(Cl)cc1)CS2 | -0.1 | -0.1 | -2.8 | 7.0 | 3.1 | 6.9 | 100.3 | 6.0 | 7.9
O=C(COc1ccccc1[N+](=O)[O-])N/N=C/c1ccc(O)c([N+](=O)[O-])c1 | -8.5 | 0.1 | 1.0 | -112.0 | -14.2 | 17.7 | 95.7 | -23.9 | 13.8
Cc1ccnc(SCc2cc(=O)c(OC(=O)c3ccc(Cl)c([N+](=O)[O-])c3)co2)n1 | -5.6 | 0.4 | 1.2 | 1.9 | 4.5 | -2.1 | 115.7 | -3.3 | 0.7
Cn1nccc1-c1cc(Cl)cc(Cl)c1O | 0.1 | 0.1 | -6.0 | 3.5 | 3.9 | -9.1 | 103.9 | 3.0 | 5.3
CCCCNC(=O)C1CCCN(S(=O)(=O)CC)C1 (stereo not drawn) | -4.3 | 0.2 | -1.7 | -1.6 | -1.1 | 7.3 | 105.3 | 4.8 | -1.3
O=C(O)c1ccc(NC(CSCc2ccccc2F)C(=O)O)c([N+](=O)[O-])c1 (stereo not drawn) | -2.5 | 0.8 | -1.1 | -0.8 | 5.0 | 6.3 | 99.0 | 6.8 | 13.9
O=C(COc1ccccc1F)NCC(c1ccc(F)cc1)N1CCOCC1 (stereo not drawn) | . | 0.6 | . | 1.0 | -7.2 | -4.5 | 110.1 | -9.0 | .
CN(CC(=O)Nc1ccccc1Br)C(=O)c1cc(S(=O)(=O)N(C)C)ccc1N1CCCC1 | -1.9 | 0.1 | 0.4 | 5.0 | 4.7 | -9.3 | 99.7 | -3.5 | -0.4
Cc1cc(SCC(=O)c2ccc3c(c2)OCO3)nc2ccccc12 | -9.7 | 0.1 | 0.8 | -7.8 | -3.0 | 6.6 | 110.3 | -1.0 | -9.3
C=CCN(CC=C)Cc1c(O)ccc2c(=O)c(-c3ccccc3)coc12 | 4.9 | -0.1 | 0.5 | -0.4 | 1.5 | -8.0 | 101.1 | 12.3 | -4.2
CCC(C)c1ccccc1OCC(=O)NN1C(=O)c2ccccc2C1=O (stereo not drawn) | 3.5 | 0.1 | 2.7 | -3.2 | 0.9 | -1.4 | 105.2 | 4.0 | 7.3
COc1ccc2c(-c3ccccc3)cc(SCC(=O)N(C)C)nc2c1 | -6.7 | 0.0 | 2.3 | 0.3 | 3.7 | 8.2 | 122.4 | -3.1 | 10.8
CN1CCN(c2ccccc2NC(=O)c2ccc([N+](=O)[O-])cc2Cl)CC1 | 4.3 | -0.1 | 2.3 | 1.6 | -2.3 | 8.9 | 111.3 | -2.4 | 12.1

Screening results deposited in PubChem BioAssay by several laboratories.
